Assay outcomes as filed in PubChem BioAssay.
N370S GC mod: inhibitors or activators of N370S glucocerebrosidase for Gaucher disease; P04062; N370S GC spleen homogenate, 4MU-glucoside fluorescence; Potency, µM (titrated, usually from 59.4 µM), inactives show at the highest dose activity change, negative = inhibition, most hits filed as inhibitors; 330,000 compounds, 0.092% hits;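 further: 0% = full enzyme activity and -100% = no enzyme basal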
FEN1 inh: blocks human flap endonuclease 1; P39748; Recombinant FEN1 flap cleavage, fluorescence, 15 min; Potency, µM (doses to about 114 µM), for the others: at the highest dose activity change, negative = inhibition, most hits filed as inhibitors; 390,000 compounds, 0.35% hits; AID 588795; further: nearly all actives have a fitted effect of over 65% in size
Target sequence (P39748 whole entry, looked up): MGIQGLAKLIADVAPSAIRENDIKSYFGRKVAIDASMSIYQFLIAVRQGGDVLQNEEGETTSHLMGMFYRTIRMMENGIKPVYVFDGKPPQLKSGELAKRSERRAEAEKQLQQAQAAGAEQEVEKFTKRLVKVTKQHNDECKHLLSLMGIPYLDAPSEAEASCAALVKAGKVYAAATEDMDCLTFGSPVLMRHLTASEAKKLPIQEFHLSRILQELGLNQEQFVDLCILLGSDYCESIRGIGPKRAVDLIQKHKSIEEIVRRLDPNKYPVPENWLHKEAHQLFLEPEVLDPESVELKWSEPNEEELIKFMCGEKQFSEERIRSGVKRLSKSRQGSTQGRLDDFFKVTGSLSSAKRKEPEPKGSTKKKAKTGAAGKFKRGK
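Potency values derive from four-parameter Hill fits of normalized qHTS data. The reaction used 10 nM FEN1 preincubated 15 min at room temperature with compound, then 50 nM DNA substrate, read at 0 and 15 min.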
TDP1 inh: TDP1 (human) enzyme inhibition; AID 485290; 350,000 compounds, 0.28% hits; Potency, µM (top dose mostly 130 µM), without a hit: at the top dose activity change, negative = inhibition, most hits filed as inhibitors; recombinant TDP1, AlphaScreen DNA substrate cleavage; further: nearly all actives have a fitted effect of over 40% in size
Target sequence (Q9NUW8 whole entry, looked up): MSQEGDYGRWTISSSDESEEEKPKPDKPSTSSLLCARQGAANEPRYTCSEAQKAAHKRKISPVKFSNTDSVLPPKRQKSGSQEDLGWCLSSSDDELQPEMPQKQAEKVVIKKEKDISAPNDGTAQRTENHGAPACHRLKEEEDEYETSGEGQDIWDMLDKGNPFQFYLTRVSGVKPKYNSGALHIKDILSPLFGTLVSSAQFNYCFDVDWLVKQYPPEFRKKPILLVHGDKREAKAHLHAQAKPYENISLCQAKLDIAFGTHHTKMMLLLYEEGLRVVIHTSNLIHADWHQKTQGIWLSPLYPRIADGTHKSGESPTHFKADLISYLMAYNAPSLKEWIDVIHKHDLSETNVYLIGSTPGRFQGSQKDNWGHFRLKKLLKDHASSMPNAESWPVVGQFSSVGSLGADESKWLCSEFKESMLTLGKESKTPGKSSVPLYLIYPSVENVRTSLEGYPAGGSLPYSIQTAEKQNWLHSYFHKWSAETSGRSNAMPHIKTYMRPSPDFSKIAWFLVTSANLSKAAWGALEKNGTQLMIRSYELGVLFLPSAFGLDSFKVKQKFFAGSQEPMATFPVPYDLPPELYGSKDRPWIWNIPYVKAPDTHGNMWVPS
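Recombinant human Tdp1 (E. coli-expressed, 1 nM final) preincubated with compounds 15 min at room temperature, then 5'-biotin/3'-phosphotyrosine-FITC DNA substrate (15 nM final) added for 5 min. AlphaScreen beads (10 ug/ml final) added 10 min; cleavage lowers signal.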
* marks the source's active call; other numbers are inactive results; ? = inconclusive; · = not tested or not shown; & = joins results of further samples; [ ] = remark or other dose. The call rests on the fitted dose curve; in most records, active means well fitted curve in the direction sought with a large enough effect; inconclusive means small, poorly fitted or top-dose-only effect, or another doubt; inactive means no such curve, though single readings can be large; an effect the other way counts as inactive or inconclusive. Unless noted, on the % scale 0 is the no-effect control and ±100 the full control effect; potency means the concentration at half of the fitted maximal effect.

mol,N370S GC mod,FEN1 inh,TDP1 inh
CCOc1ccc(N(C(C)C(=O)N/N=C(\C)C(C)(C)C)S(C)(=O)=O)cc1 (stereo unspecified),-5%,11%,5%
C=CCn1c2ccccc2c2nnc(SCC(=O)OCN3C(=O)c4ccccc4C3=O)nc21,5%,4%,-2%
O=C(Nc1ccc(Br)cc1)c1csc(-c2ccncc2)n1,8%,6%,8%
O=C(NC1CCCCC1)C(c1ccc2ncccc2c1)N(Cc1ccccc1)C(=O)c1cccs1 (stereo unspecified),-7%,4%,6%
CCCCN(C)CCCNC(=O)Cn1ncc2c3ccccc3n(Cc3cccc(Cl)c3)c2c1=O,·,4%,0%
O=C(CN1CCOCC1)N1CCCc2ccccc21,3%,6%,-3%
Cc1nc(N)sc1-c1nnc(SCC(=O)Nc2nccs2)n1C,-1%,3%,4%
O=C(O)CC(Cc1ccccc1)C(=O)Nc1ccc([N+](=O)[O-])cc1 (stereo unspecified),-2%,4%,3%
O=C(Nc1ccccc1C(=O)N1CCCC1)c1ncoc1-c1cccc(Cl)c1,1%,2%,7%
Cc1ccc(CCC(=O)Nc2ccc(C)c(C)c2)o1,-2%,-7%,7%
COc1ccccc1N1CCN(C(c2ccc(Cl)cc2)c2nnc(-c3cccc(F)c3)o2)CC1 (stereo unspecified),·,5%,2%
Cc1cccc(-n2cnc3cc(C(=O)NC4CCCCCC4)ccc32)c1,·,3%,10%
CCOc1ccccc1CNc1nc2ccccc2n1C,1%,-6%,4%
O=C(C1CC(=O)N(c2ccccc2)C1)N1CCCCCC1 (stereo unspecified),0%,22%,2%
CN1C(=O)CC(N2CCC(c3nc4ccccc4s3)CC2)C1=O (stereo unspecified),10%,-10%,0%
CCN(C[C@H]1N[C@@](Cc2ccccc2)(C(=O)OC)[C@H]2C(=O)N(Cc3ccccc3)C(=O)[C@@H]12)C(=O)Nc1ccc(Cl)cc1,·,-2%,1%
C=CCc1ccc(OCCOCCNCCOC)c(OC)c1,-3%,11%,4%
N/C(=N\OC(=O)c1ccc2c(c1)OCO2)c1cccnc1,-9%,1%,-1%
CCCCCOc1ccc(CN2CCOCC2)cc1Cl,-12%,-5%,3%
COC(=O)NCC(c1ccc2c(c1)OCO2)N1CCN(c2ccccc2)CC1 (stereo unspecified),-8%,-5%,3%
CC(=O)Nc1cc(NC(C)=O)c(CC(C)C)s1,-1%,7%,1%
COc1ccc(C(=O)COC(=O)c2ccc(Cl)nc2)c(OC)c1,2%,4%,50µM*
CC(=O)c1c(Cl)nc2cccc3c2c1-c1ccccc1C3=O,-5%,?,·
CC(C(=O)c1ccccc1)[n+]1cccc(Br)c1 (stereo unspecified),-2%,11%&4%,·
CCOC(=O)c1c(C)oc2nc(C)nc(NCC3CCN(Cc4ccccc4C)CC3)c12,·,0%,0%
O=C(COc1ccc(S(=O)(=O)N2CCCC2)cc1Cl)NCc1ccc2c(c1)OCO2,10%,-5%,7%
CN(C(=O)Nc1ccccc1)C1CCCCC1,25%,9%,·
O=c1c2cc(Br)ccc2nc2n1CCCCC2,9%,1%,6%
C=CCn1c(C)c(C(C)=O)c(N2CCN(c3ccccc3)CC2)nc1=S,-7%,6%,-6%
COc1ccc(/C=N/NC(=O)c2ccncc2)cc1CN1CCN(c2ccc(F)cc2)CC1,-1%,2%,1%
COC(=O)N1CCc2c(sc(NC(=O)C3=COCCO3)c2C#N)C1,-3%,-2%,-1%
COc1ccc(-n2c(=O)c3c4c(sc3n(Cc3ccc(F)cc3)c2=O)CN(C(C)=O)CC4)c(OC)c1,·,4%,4%
COc1ccc(C2c3c(n(C)c4ccccc34)C(=O)N2CC(=O)Nc2c(C)cc(C)cc2C)cc1 (stereo unspecified),·,-14%,8%
Cc1cccc(-n2c(SCc3ccc([N+](=O)[O-])cc3)nnc2-c2c[nH]c3ccccc23)c1,19%,-11%,5%
Cn1c(CN2CCCCC2)nc2cc(NC(=O)c3cccs3)ccc21,2%,-9%,0%
C#CCOC(=O)CCCNc1ccc([N+](=O)[O-])cc1[N+](=O)[O-],-3%,-7%,1%

Part of the list above, field by field:
CCOC(=O)c1c(C)oc2nc(C)nc(NCC3CCN(Cc4ccccc4C)CC3)c12
  N370S GC mod: ·
  FEN1 inh: 0%
  TDP1 inh: 0%
C=CCn1c(C)c(C(C)=O)c(N2CCN(c3ccccc3)CC2)nc1=S
  N370S GC mod: -7%
  FEN1 inh: 6%
  TDP1 inh: -6%

(further entries)
mol,N370S GC mod,FEN1 inh,TDP1 inh
Cc1ccc([N+](=O)[O-])c(-c2n[nH]c(=S)n2-c2cccc(Cl)c2)c1,10%,2%,9%
Cc1nn(Cc2cccc(C(=O)NC3CCCCC3)c2)c(C)c1Cl,5%[12.8 µM],-2%,2%
Cc1cccc(Cn2cccc2CNS(=O)(=O)c2ccc(C)c(C)c2)c1,·,-22%,11%
COC(=O)c1c(NC(=O)Cc2coc3cc(C)ccc23)sc2c1CCC2,·,0%,1%
Cc1ccc(C(C)C)c(OCC(O)CN2CCN(c3ccccc3F)CC2)c1 (stereo unspecified),·,-13%,-3%[12.3 µM]
Cc1cc(C)cc(NS(=O)(=O)c2c(C(=O)N3CCCCCC3)c(C)n(C)c2C)c1,-10%,-7%,8%
Cc1ccc(S(=O)(=O)NC(C)C(=O)N2CCOCCOCCOCC2)cc1 (stereo unspecified),-5%,-2%,-13%
O=C(CNC(=O)c1ccncc1)N/N=C/c1cc(Br)ccc1OCc1ccccc1,-13%,-13%,7%
O=C(CN1C(=O)NC2(CCCC2)C1=O)NCCc1ccc(Cl)cc1Cl,·,-9%,-1%[56.1 µM]
CCOC(=O)C(=CNc1cc(C)ccc1C)C(=O)OCC,5%,0%,-8%
CCOC(=O)c1cnc2c(ccc3ccccc32)c1NCCN(C)C,-14%,?,·
CCOC(=O)C1=C(CS(=O)(=O)c2ccccc2)NC(=O)NC1c1ccc(OC)c(OC)c1 (stereo unspecified),3%,16%,-1%
COc1ccc(CC(=O)NCc2nnc(SCCOc3ccccc3)n2C)cc1,6%,-5%,7%
CCOC(=O)c1c(NC(=O)CC)sc(C(=O)NC2CCCC2)c1C,2%,-6%,-3%
CC(C)c1ccc(OCC(=O)NC2CCCC2)cc1,-20%,19%,1%
CCn1c(CC(=O)Nc2ccc(F)cc2)nnc1SCC(=O)NC1CCCC1,-14%,4%,·
S=c1[nH]nc(C2CCCCC2)n1/N=C/C=C/c1ccccc1,11%,-13%,8%
Cc1ccc(O)c(NC(=O)CSc2n[nH]c(C)c2[N+](=O)[O-])c1,-8%,3%,6%
CCOc1ccc(CNC(=O)CCS(=O)(=O)c2cc3c4c(c2)CCN4C(=O)CC3)cc1,·,0%,-5%
COc1ccc(-c2cc(CNS(=O)(=O)c3cc(OC)ccc3OC)on2)cc1,-1%,-14%,1%
O=c1c2oc3ccccc3c2n(Cc2cccc(Cl)c2)c(=O)n1Cc1ccc2c(c1)OCO2,·,0%,3%
O=C(CCN1C(=O)c2ccccc2C1=O)N1CCN(c2ccccn2)CC1,3%,-1%,6%
Cc1ccc(NN=C2c3ccccc3-c3ccccc32)cc1,-4%,-4%,11%
Cc1c(C(=O)OCc2ccccc2)[nH]c2c1C(=O)CC(c1ccco1)C2 (stereo unspecified),11%,?,?
OCCOc1ccc(C2=NCCO2)cc1,2%,6%,-1%
CCN(CCCNC(=O)CN(C)S(=O)(=O)c1cccc2nsnc12)c1cccc(C)c1,-25%,-16%,6%
N#Cc1cccc(NC(=O)Cn2c3[n+](c4ccc(C(F)(F)F)cc42)CCCCC3)c1,8%,-14%,6%
COC(=O)c1ccccc1NC(=O)c1cc(CN2CCOCC2)on1,·,-7%,5%
Cc1ccc(-n2c(SCC(=O)N3CCCCC3)nc(O)c(Cc3ccccc3)c2=O)cc1,-2%,-1%,6%
Cc1cc(/C=N/N2CCN(C)CC2)c(C)n1-c1ccc(Cl)cc1,-8%,-13%,8%
COc1ccc(NC(=O)COC(=O)CCOc2ccccc2C)cc1Cl,-18%,3%,·
COc1cc2c(cc1OC)[C@@H](NC(=O)CCc1ccccc1)[C@H](O)C2,·,-6%,1%[56.1 µM]
S=c1nc(C23CC4CC(CC(C4)C2)C3)[nH][nH]1,3%,11%,·
C=CSc1sc(Cl)c(N2CCOCC2)c1[N+](=O)[O-],9%,-9%,3%
N=C(N)Cc1ccccc1Sc1ccccc1,4%,1%,-5%
C[C@H](CO)N1C[C@H](C)[C@@H](CN(C)S(=O)(=O)c2cccs2)Oc2c(NC(=O)C3CCCCC3)cccc2C1=O,·,-1%,0%

Some of the entries above in a different format.
C[C@H](CO)N1C[C@H](C)[C@@H](CN(C)S(=O)(=O)c2cccs2)Oc2c(NC(=O)C3CCCCC3)cccc2C1=O
  N370S GC mod = ·	FEN1 inh = -1%	TDP1 inh = 0%
Cc1ccc(-n2c(SCC(=O)N3CCCCC3)nc(O)c(Cc3ccccc3)c2=O)cc1
  N370S GC mod = -2%	FEN1 inh = -1%	TDP1 inh = 6%
S=c1nc(C23CC4CC(CC(C4)C2)C3)[nH][nH]1
  N370S GC mod = 3%	FEN1 inh = 11%	TDP1 inh = ·

Later entries.
mol,N370S GC mod,FEN1 inh,TDP1 inh
C#CCOCCOCCOCCNc1nc(N2CCN(C(=O)[C@H](CCCN=C(N)N)n3cc(C(N)[C@@H](C)CC)nn3)CC2)nc(N2CCN(C(=O)[C@H](CC(N)=O)n3cc([C@@H](N)C(C)C)nn3)CC2)n1 (stereo partly specified),·,-13%,0%
COC(=O)c1ccc(CN2CCCC(CNC(=O)Cc3ccc(OC)cc3)C2)cc1 (stereo unspecified),1%,15%,·
Cn1c(=S)[nH]c2scc(-c3cccs3)c2c1=O,5%,-10%,7%
CN(Cc1cccs1)CC(O)COCc1ccco1 (stereo unspecified),-3%,-5%,-2%
CC(=O)Nc1ccc(NC(=O)c2cc(S(=O)(=O)N3CCCCC3)ccc2C)cc1,·,-11%,2%
C=C(C)Cn1c(SCC(=O)N/N=C/c2ccccc2)nc2ccccc2c1=O,5%,8%,8%
CC(OC(=O)c1cc(S(=O)(=O)N2CCOCC2)ccc1F)C(=O)NC1CCCC1 (stereo unspecified),·,-6%,1%
Cc1cc(C)cc(N2CC(C(=O)Nc3cc(C)on3)CC2=O)c1 (stereo unspecified),-9%,-7%,0%
C=CCOc1cccc(C2/C(=C(\O)c3ccc4c(c3)OCCO4)C(=O)C(=O)N2CCN2CCOCC2)c1 (stereo unspecified),-16%,-6%,3%
COc1ccc(S(=O)(=O)N2CCOCC2)cc1NC(=O)CSc1n[nH]c(=O)n1C1CC1,0%,4%,6%
Cc1ccc(C(=O)Nc2ccccc2-c2ccccc2)cc1S(=O)(=O)Nc1ccccc1,·,-19%,3%
O=C(NCCOCCOCCNC(=O)c1cccnc1)c1cccnc1,2%,0%,0%
CCCC(C)NC(=O)CSc1nnc2ccccn12 (stereo unspecified),6%,-4%,8%
COc1cccc(O)c1CN1CCC(Oc2ccc(C(=O)NCc3ccccn3)cc2)CC1,-11%,0%,0%
CCCCNC(=O)c1ccc(NC(C)=O)c(Cl)c1,-10%,4%,0%
CCOC(=O)c1ccccc1NS(=O)(=O)c1ccccc1,13%,-16%,-3%
CCN1C(=O)CSC1=Nc1ccc(C(=O)O)cc1,-13%,20%,·
C=C(C)COc1cc2oc(=O)c(CC(=O)N3C[C@H]4C[C@@H](C3)c3cccc(=O)n3C4)c(C)c2cc1Cl,?,-3%,·
COc1ccc(N=C2NC(=O)/C(=C\C=C\c3ccccc3)S2)cc1,0%,1%,0%
O=C(CN1C(=O)NC2(CCCC2)C1=O)Nc1cc(Cl)ccc1Oc1ccccc1,·,-7%,1%
COc1ccc(/C(N)=N/OC(=O)Oc2ccccc2)cc1OC,6%,1%,3%
CCOC(=O)c1cc2occc2n1CC(=O)N1CCOCC1,4%,-1%,4%
CC(C)c1nc(SCC(=O)NC(=O)NC(C)(C)C)n[nH]1,10%,-11%,·
CCc1ccc(NC(=O)c2ccc(-c3ccccc3)s2)cc1,·,15%,0%
CN(C)C(=S)c1ccc2ccccc2n1,3%,8%,5%
O=C(O/N=C\c1ccc(N2CCCCC2)c([N+](=O)[O-])c1)c1c(F)cccc1F,4%,5%,10%

No enrichment for hits; about 0.53% have a hit in one of these screens.
